# Source: PubChem BioAssay
# GAA glycogen mod: qHTS Assay for Inhibitors and Activators of Human alpha-Glucosidase Cleavage of Glycogen; Lysosomal alpha-glucosidase (Homo sapiens), P10253; recombinant GAA, glycogen substrate, Amplex Red glucose oxidase fluorescence; Potency, µM (highest dose often 76.4 µM), without a hit: top-dose activity change, negative = inhibition, hits mostly inhibitors; hit rate 0.38% among 300,000; AID 2100, 2009;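 also: 0% = full enzyme reaction and -100% = no-enzyme basal signal; the screen sought inhibitors and activators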
#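 Recombinant enzyme (4 nM final) with compounds titrated up to 77 uM and bovine liver glycogen (30 ug) in citrate pH 5.0, 0.01% Tween-20, 37 C 40 min. Released glucose detected by Amplex Red/glucose oxidase (Ex 573/Em 610); AC50 from Hill fits.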
# GAA inhib: qHTS Assay for Inhibitors of Human alpha-Glucosidase as a Potential Chaperone Treatment of Pompe Disease | Lysosomal alpha-glucosidase (Homo sapiens), P10253 | purified human GAA, 4-MU-alpha-glucoside fluorescence | Potency, µM (titrated, usually from 76.9 µM), without a hit: at the highest dose activity change, negative = inhibition, usual class: inhibitors | hit rate 0.005% among 200,000 | AID 1466, 2008;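 also: plate controls were uninhibited enzyme wells for no effect and no-enzyme background for full effect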
#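 Enzyme (4 nM final) mixed with compound (up to 77 uM), then 4-MU-alpha-D-pyranoside (400 uM final) added; 20 min at room temperature, pH 5.0. Reaction stopped at pH 10, fluorescence read, AC50 derived by Hill fit.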
# HTT ATP protect: qHTS Multiplex Assay to Identify Dual Action Probes in a Cell Model of Huntington: Cytoprotection (ATP); PC12 HTT-Q103 induced, cytoprotection, ATP luminescence, 40 h; Potency, µM (titrated, usually from 56.4 µM), inactives show cytoprotection (ATP increase), hits mostly activators; hit rate 0.14% among 230,000; AID 1471, 2008;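 also: % of control where 0% means no effect; nearly all actives have a fitted effect of over 45% in size; toxic huntingtin expression switched on by the ecdysone agonist tebufenozide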
#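 Compounds were screened for protection of PC12 cells against cell death after tebufenozide induction (100 nM final) of mutant Huntingtin exon 1 (Q103) fused to GFP.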
# aGlu spleen mod: qHTS Assay for Inhibitors and Activators of Human alpha-Glucosidase From Spleen Homogenate | Lysosomal alpha-glucosidase (Homo sapiens), P10253 | human spleen homogenate, 4-MU-alpha-glucoside fluorescence | Potency, µM (titrated, usually from 79.9 µM), without a hit: top-dose activity change, negative = inhibition, actives largely listed as inhibitors | hit rate 0.006% among 240,000;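 also: 0% = enzyme with vehicle and -100% = no enzyme basal signal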
#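 Human spleen homogenate (1 ug) incubated with compounds and 1 mM 4-methylumbelliferyl-alpha-D-glucopyranoside in pH 5.0 citrate/phosphate buffer, 37 C, 40 min. Stopped at pH 10; 4-MU fluorescence (Ex 365/Em 440 nm); AC50 by Hill fit.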
# IMPase Li cell: qHTS Assay for Identifying the Cell-Membrane Permeable IMPase Inhibitors: Potentiation with Lithium | CHO-M1 cells, IP1 TR-FRET (IP-One), carbachol + lithium | Potency, µM (titrated, usually from 59.4 µM), for inactives: at the highest dose activity, negative = IMPase inhibition, hits mostly inhibitors | hit rate 0.35% among 210,000 | AID 1457, 2008;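 also: IP1 builds up when IMPase is blocked and the TR-FRET signal falls; plate controls were basal vehicle for no effect and high inhibitor control for full effect; nearly all actives have a fitted effect of over 50% in size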
#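 Concentration–response in CHO-M1 cells, lithium-potentiated; 30 min at 37C. IP1 detected by competitive TR-FRET after 10 min lysis at RT. Hill-fitted AC50.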
# GoLoco inh red: qHTS Assay for Inhibitors of RGS12 GoLoco Motif Activity (Red Fluorophore) | Guanine nucleotide-binding protein G(i) subunit alpha-1 (Homo sapiens), P63096 | Gai1:RGS12 GoLoco peptide FP, rhodamine, 10 min | Potency, µM (series often up to 61.6 µM), for inactives: at the top dose activity, negative = inhibition, usual class: inhibitors | hit rate 0.44% among 230,000 | AID 880, 2007; active = well fitted inhibition curve with a large enough effect, not every such curve was filed as active; inactive = no such curve, though single readings can be large or run the other way; also: % is scaled to controls: 0 for no effect and ±100 for the full control effect; nearly all actives have a fitted effect of over 30% in size; many of its hits are not listed in these tables
# Target sequence (P63096 whole entry, looked up): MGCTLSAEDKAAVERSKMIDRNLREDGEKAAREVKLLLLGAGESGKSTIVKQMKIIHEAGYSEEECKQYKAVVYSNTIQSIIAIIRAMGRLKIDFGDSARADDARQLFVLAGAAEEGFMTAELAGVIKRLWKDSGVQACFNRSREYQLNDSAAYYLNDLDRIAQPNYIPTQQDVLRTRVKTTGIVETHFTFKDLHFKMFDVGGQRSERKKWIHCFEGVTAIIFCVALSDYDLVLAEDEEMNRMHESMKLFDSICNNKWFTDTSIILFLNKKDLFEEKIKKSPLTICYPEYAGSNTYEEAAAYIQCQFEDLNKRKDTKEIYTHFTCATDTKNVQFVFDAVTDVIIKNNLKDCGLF
# HttQ103 aggreg: qHTS Multiplex Assay to Identify Dual Action Probes in a Cell Model of Huntington: Aggregate Formation (GFP); PC12 HttQ103-GFP aggregates, Acumen cytometry, 40 h; Potency, µM (titrated, usually from 46.1 µM), for the others: top-dose activity change, negative = inhibition, actives largely listed as inhibitors; hit rate 1.1% among 220,000; AID 1688, 2009; also: % is scaled to controls: 0 for no effect and ±100 for the full control effect; nearly all actives have a fitted effect of over 60% in size
#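 Inducible Q103 Huntingtin exon 1–GFP PC12 line, 1500 cells/well in phenol red free DMEM with 5% equine and 5% calf serum. Tebufenozide 100 nM induced expression; compounds titrated; aggregates quantified by cytometry.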
# An asterisk follows results filed as active; ? = inconclusive; . = no result given; & = joins results of further samples; [ ] = dose if it differs, or a comment. Unless noted, calls follow the shape of the dose curve; as a rule, active = well fitted curve in the direction sought with a large enough effect; inconclusive = small, poorly fitted or top-dose-only effect, or another doubt; inactive = no such curve, though single readings can be large; an effect the other way counts as inactive or inconclusive. Potency is read from the fitted curve at half-maximal effect. Only part of the results is shown. The share of hits here may be higher or lower than overall.
# The opening 6 entries, ahead of the listing:
nr | SMILES | GAA glycogen mod | GAA inhib | HTT ATP protect | aGlu spleen mod | IMPase Li cell | GoLoco inh red | HttQ103 aggreg
1 | Cc1nc2ccc(NC(=O)c3cc([N+](=O)[O-])cc([N+](=O)[O-])c3Cl)cc2s1 | -3% | 5% | -71%[inhibitor][10 µM] | -1% | 30% | -12% | ?
2 | O=C(NCCCN1CCOCC1)c1ccc([N+](=O)[O-])cc1[N+](=O)[O-] | -1% | 3% | 8% | -4% | -15% | 11% | 12%
3 | Cc1cccc(-n2c(CCc3ccccc3)nnc2SCC(=O)c2ccccc2)c1 | -13% | 7% | 10%[10 µM] | -4% | 4% | -3% | ?
4 | CCn1c(-c2cc(Cl)ccc2OC)n[nH]c1=S | 1% | 0% | -21% | 2% | 7%[38.3 µM] | 6% | 12%[1.84 µM]
5 | Cc1ccccc1-n1c(Cn2c(=O)sc3ccccc32)nnc1SCC(=O)Nc1nccs1 | 3% | -2% | 11%[10 µM] | -9% | 5% | 7% | 4%
6 | Cc1cc(C(C#N)c2ccccc2F)n2ncnc2n1 (configuration not stated) | ? | -11% | 4%[10 µM] | 8% | 21% | -5% | 0%[9.22 µM]

# The list itself (from the top)
nr | SMILES | GAA glycogen mod | GAA inhib | HTT ATP protect | aGlu spleen mod | IMPase Li cell | GoLoco inh red | HttQ103 aggreg
1 | Cc1nc2ccc(NC(=O)c3cc([N+](=O)[O-])cc([N+](=O)[O-])c3Cl)cc2s1 | -3% | 5% | -71%[inhibitor][10 µM] | -1% | 30% | -12% | ?
2 | O=C(NCCCN1CCOCC1)c1ccc([N+](=O)[O-])cc1[N+](=O)[O-] | -1% | 3% | 8% | -4% | -15% | 11% | 12%
3 | Cc1cccc(-n2c(CCc3ccccc3)nnc2SCC(=O)c2ccccc2)c1 | -13% | 7% | 10%[10 µM] | -4% | 4% | -3% | ?
4 | CCn1c(-c2cc(Cl)ccc2OC)n[nH]c1=S | 1% | 0% | -21% | 2% | 7%[38.3 µM] | 6% | 12%[1.84 µM]
5 | Cc1ccccc1-n1c(Cn2c(=O)sc3ccccc32)nnc1SCC(=O)Nc1nccs1 | 3% | -2% | 11%[10 µM] | -9% | 5% | 7% | 4%
6 | Cc1cc(C(C#N)c2ccccc2F)n2ncnc2n1 (configuration not stated) | ? | -11% | 4%[10 µM] | 8% | 21% | -5% | 0%[9.22 µM]
7 | CCOC(=O)C1=C(C)NC(C)=C(C(=O)OC)C1c1cccc([N+](=O)[O-])c1 (configuration not stated) | -4%&-20% | -9%&-2%[15.4 µM] | -47%&-118%[inhibitor] | -4%&2%&-9%&2%&-6%&-4% | 17%&14%&10%&-10%&8% | -14%&6%&5%&-16%&7%&0% | 13%&33%
8 | CCc1ccc2oc(C(=O)NCc3ccc(S(N)(=O)=O)cc3)c(C)c2c1 | 4% | 8% | -30%[inhibitor] | -1% | -7% | 4% | 2%[9.22 µM]
9 | CN(C)C(CN=C1NS(=O)(=O)c2ccccc21)c1ccco1 (configuration not stated) | 9% | 2% | -38% | 4% | 16% | 8% | ?
10 | Cc1ccc(S(=O)(=O)c2cc(N3CCOCC3)nc(-c3ccccc3)n2)cc1 | 4% | 4% | -3% | 6% | 7%[38.3 µM] | 0% | 8%
11 | CC(C)Nc1nc(-c2ccccc2)nnc1-c1ccccc1 | -10% | -4% | -44%[1.9 µM] | -18% | 0% | 12% | -1%[9.22 µM]
12 | CC(=O)c1sc2c(c1OC(=O)c1ccc(Cl)cc1Cl)c(=O)n(-c1ccccc1)c(=S)n2-c1ccccc1 | 0% | 5% | 17%[10 µM] | -15% | . | 11% | 0%[9.22 µM]
13 | COc1ccc2c(c1)C=C(CN1CCN(C(C)C)C(CCO)C1)CO2 (configuration not stated) | -11% | 0% | -27% | 7% | . | -1% | -4%
14 | O=C(NCC1CCCO1)C1CCN(C2CCN(C3CCCCCC3)CC2)CC1 (configuration not stated) | 11% | 9% | 13%[10 µM] | -3% | 12% | 17% | 13%[9.22 µM]
15 | COC(=O)NC1CCC(CC2CCC(NC(=O)OC)CC2)CC1 (configuration not stated) | 12% | -1% | 2% | -4% | 24%[38.3 µM] | -4% | -7%
16 | COc1cc(CNCc2ccccn2)ccc1OCc1c(Cl)cccc1Cl | -1% | -1% | -24% | 1% | 5%[38.3 µM] | -7% | ?
17 | CCC(C)c1ccccc1NC(=O)COC(=O)c1ccc(N2CCCC2)c([N+](=O)[O-])c1 (configuration not stated) | -9% | -3% | 23%[10 µM] | -14% | 5% | -12% | 5%
18 | O=C(c1cc(=O)[nH]c2ccccc12)N1CCN(c2ccccc2)CC1 | -1% | -12% | 9%[10 µM] | 12% | . | -3% | 24%[9.22 µM]
19 | O=C(CSc1ccc(Cl)cc1)Nc1cccc(-c2nc3ccccc3[nH]2)c1 | 15% | -21% | -9%[10 µM] | 3% | -10% | -12% | 8%
20 | O=C1NC(=Nc2ccccc2)c2c1cccc2[N+](=O)[O-] | 8% | 2% | -5%[10 µM] | -3% | -3% | 2% | -3%
21 | O=C(N/N=C/c1ccc(Br)o1)c1ccc2c(c1)OCCO2 | 6% | -5% | . | -1% | 4% | 1% | -22%
22 | COCCN(C(=S)Nc1cccc(OC)c1)C1CCN(C(C)C)CC1 | -4% | -2% | 34%[10 µM] | -12% | -6% | -2% | 1%
23 | O=c1c(-c2ccc(F)cc2)nc2cncnc2n1Cc1ccc(F)cc1 | . | . | -33%[inhibitor] | -10% | -6% | 0% | .
24 | O=C(CCNC(=O)Cn1ccc2ccccc2c1=O)NCC1CCCC1c1ccccc1 (configuration not stated) | 8% | -2% | -24% | -1% | -8% | -3% | 19%
25 | O=c1oc2ccccc2c(Nc2ccccc2O)c1[N+](=O)[O-] | ? | -8% | 6%[10 µM] | 9% | 0% | 11% | 16%[9.22 µM]
26 | CCC(=O)NCCc1nc2cc(NC(=O)c3ccc(OC)cc3)ccc2n1C | 5% | -5% | -47%[inhibitor] | -7% | 6%[38.3 µM] | 5% | 24%
27 | COCCC(=O)Nc1ccc2c(c1)CN(C(=O)CSC)CC2 | 4% | . | -10%[10 µM] | -1% | . | 3% | -15%[9.22 µM]
28 | C/C=C/C(=O)OCC(=O)Nc1ccc(C)c(S(=O)(=O)N(C)C)c1 | -12% | -4% | 20% | 3% | -3% | 7% | 9%
29 | COc1ccc(CN=C(Nc2ccccc2)SC2CC(=O)N(C)C2=O)cc1 (configuration not stated) | 4% | -1% | . | -1% | 3% | -1% | 1%
30 | COc1ccc(NC(=O)CCC(=O)N(Cc2ccc(OC)c(OC)c2)c2nccs2)cc1 | -2% | -8% | 15%[1.9 µM] | -20% | -1% | -4% | 12%

# Additional entries
# Labels used below – A = GAA glycogen mod; B = GAA inhib; C = HTT ATP protect; D = aGlu spleen mod; E = IMPase Li cell; F = GoLoco inh red; G = HttQ103 aggreg
(31) O=C(CSc1nnc(-c2ccccc2F)n1C1CCCCC1)N1CCCC1
  A = 0%	B = -1%	C = -1%	D = -7%	E = -12%[38.3 µM]	F = 13%	G = 19%

(32) C=CCOC(=O)C1=C(C)NC(=O)NC1c1cn(-c2ccccc2)nc1-c1cccs1 (configuration not stated)
  A = -1%	B = ?	C = 26%[10 µM]	D = -3%	E = 37%[38.3 µM]	F = 3%	G = -7%

(33) CC1=C(C(=O)OC(C)C)C(c2cccnc2)C2=C(CC(C)(C)CC2=O)N1 (configuration not stated)
  A = 2%	B = ?	C = 6%[10 µM]	D = 16%	E = 8%	F = 3%	G = 15%

(34) O=C(CSc1ccc(-c2cccs2)nn1)Nc1ccccc1
  A = 10%	B = -1%	C = -18%	D = 8%	E = -10%	F = 12%	G = -10%

(35) COc1cc(Cl)ccc1NC(=S)N(CCN1CCOCC1)C1CCN(C(C)=O)CC1
  A = 1%	B = 4%	C = -12%	D = -12%	E = -6%	F = 1%	G = -10%

(36) Cc1ccc(S(=O)(=O)NC(C)(C)CN2CCc3ccccc3C2)cc1
  A = 5%	B = .	C = -6%[10 µM]	D = 3%	E = .	F = 0%	G = -25%[9.22 µM]

(37) CC1Cc2ccccc2N1S(=O)(=O)c1cccc(C(=O)c2nccn2C)c1 (configuration not stated)
  A = -5%	B = -9%	C = -7%[10 µM]	D = -5%	E = 44%[38.3 µM]	F = 5%	G = ?

(38) CC1CCCCC1NC(=O)C(=O)NCC1CCCO1 (configuration not stated)
  A = 7%	B = 2%	C = 9%[1.9 µM]	D = -6%	E = 1%	F = 0%	G = -7%

(39) CCCSC1=N/C(=C\c2ccc3c(c2)OCO3)C(=O)S1
  A = 2%	B = -15%	C = -15%	D = 7%	E = 30%[activator][38.3 µM]	F = -4%	G = -3%

(40) CC(C)(C)C(=O)NC(=S)NNC(=O)c1ccncc1
  A = ?	B = -1%[15.4 µM]	C = -36%[inhibitor]	D = 8%	E = 0%	F = 16%	G = 22%[9.22 µM]

(41) COc1nsnc1NS(=O)(=O)c1ccc(NC(=S)NC(=O)c2cccnc2)cc1
  A = -9%	B = 7%	C = .	D = -1%	E = -1%	F = -1%	G = .

(42) COc1ccc(C2NC(c3ccc(OC)cc3)C(c3ccccc3)C(=O)C2c2ccccc2)cc1 (configuration not stated)
  A = -7%	B = -4%	C = 13%[10 µM]	D = -12%	E = 6%	F = -1%	G = -15%

(43) CCC(CC)C(=O)NCCc1ccc(OC)c(OC)c1
  A = 2%	B = -4%	C = -19%	D = -7%	E = -1%[38.3 µM]	F = 2%	G = 7%
